Assay outcomes: PubChem BioAssay, NCI
Growth percent in the NCI-60 one-dose screen (48 h, 10 µM unless noted): 100 = growth as untreated, 0 = no growth, -100 = all killed.
SNB-75 – SNB-75 CNS cancer; 79,000 compounds, 5% hits; AID 1794750
SNB-19 – SNB-19 CNS cancer cells; 81,000 compounds, 2.5% hits
RXF 393 – RXF 393 renal cancer cells; 77,000 compounds, 6.9% hits
A498 – A498 renal cancer cells | 76,000 compounds, 5.4% hits | AID 1794774
ACHN – ACHN renal cancer. 81,000 compounds, 4.9% hits
SF-539 – SF-539 CNS cancer; 81,000 compounds, 6.8% hits; AID 1794752
CAKI-1 – CAKI-1 renal cancer | 75,000 compounds, 4.7% hits | AID 1794772
SF-268 – SF-268 CNS cancer cells | 82,000 compounds, 3.1% hits
An asterisk follows results filed as active; nt = not tested or not shown; & = joins results of further samples; [ ] = another dose, or the depositor's remark. The calls were made as follows: active = growth percent below 10; inactive = the rest.

Fields: SNB-75, SNB-19, RXF 393, A498, ACHN, SF-539, CAKI-1, SF-268
Brc1ccc(Oc2ccc(Br)cc2Br)c(Br)c1
    87, 106, 112, 86, 104, 102, 81, 98
C[C@]12CC[C@H](OC3OC(O)C(O)C(O)C3O)C=C1CCC1C2CC[C@]2(C)[C@@H](c3ccc(=O)oc3)CC[C@]12O (some centres not stated)
    -53*, -99*, -24*, -23*, nt, -83*, -63*, -99*
Cn1c(N)nc(N)nc1=N
    nt, 101, 107, 106, 97, 97, 97, 99
C(#CCN1CCCCC1)CN1CCCCC1
    71, 96, 98, 105, 102, 105, 91, 110
Nc1ccc(Cl)c(Cl)c1
    88, 111, nt, 98, 81, 99, 75, 109
COCCOCCOCCOc1ccc(-n2cc(-c3ccc(O[C@H]4O[C@@H]5OC6(C)CC[C@H]7[C@H](C)CC[C@@H]([C@H]4C)[C@@]57OO6)cc3)nn2)cc1
    67, 64, 69, 94, 17, 48, 25, 59
CC(=O)N(C)C1=Nc2ccc(Cl)cc2C(c2ccccc2)=[N+]([O-])C1
    96, 96, 109, 106, 99, 104, 100, 105
CC(C)(C)[Si](C)(C)OC1[C@@H](O[Si](C)(C)C(C)(C)C)[C@@H](CNC(=O)NC(=O)CF)O[C@H]1n1cnc2c(NC(=O)Nc3ccccc3)ncnc21 (some centres not stated)
    74, nt, 66, 70, 72, 93, 86, 27
Cc1ncc(CNC(=O)N(CCCl)N=O)c(N)n1
    101, 91, 117, 107, 110, 92, 88, 77
Cc1cccc(CC(c2cccc(C)c2)N(C)C)c1 (configuration not stated)
    79, 98, 99, nt, 104, 101, 108, 103
NCC(CC(=O)O)c1ccc(Cl)cc1 (configuration not stated)
    98, 112, 110, 102, 114, 110, 106, 107
COc1cc(C)c(-c2ccc(=O)c(OC)cc2C)c(OC)c1OC
    80&88, 91&99, 107&112, 76&83, 106&103, 94&95, 75&92, 97&104
COc1cc([N+](=O)[O-])c2ncccc2c1[N+](=O)[O-]
    61, 96, 59, 122, 56, 13, 25, 53
Cc1ccc(Cl)c2ccccc12
    88, 92, 100, 75, 99, 91, 91, 96
Nc1nnc(Sc2nc3ccc(Cl)cc3c(=O)n2-c2ccc(Cl)cc2)s1
    nt, 106, 93, 69, 95, 96, 90, 101
CN1CC2C3C=CC(C3)C2C1 (configuration not stated)
    99, 107, nt, 117, 102, 95, nt, 102
Oc1ccc2ccc3cccc4ccc1c2c34
    104, 104, 96, 97, 96, 96, 97, 100
O=c1c2ccccc2nc(-c2ccccc2Cl)n1-c1nnc(C(F)(F)F)s1
    54, 33, 39, -7.8*, 52, 20, 3.5*, 39
C[C@]12C[C@H](O)[C@H]3[C@@H](CCC4=CC(=O)CC[C@@]43C)[C@@H]1CC[C@@H]2O
    86, 104, 109, 116, 101, 99, 88, 105
O=C1CCC2(O)[C@@H]3Cc4ccc(O)c5c4[C@]2(CCN3Cc2ccoc2)C1O5 (some centres not stated)
    85, 101, 116, 108, 98, 98, 99, 108
O=NN(c1ccccc1)c1ccccc1
    101, 106, 98, 101, 118, 106, 102, 100
CN(CCCl)C1c2ccccc2-c2ccccc21
    86, 101, 114, 115, 104, 102, nt, 108
O=[N+]([O-])c1ccc(O)c(CBr)c1
    101, 109, 114, 88, 113, 108, 95, 100
COc1ccccc1N1CCNCC1
    94, 114, 111, 129, 105, 98, 105, 105
CC(C)c1cc(Br)cc(C(C)C)c1OCCN(C)C
    79, 103, 90, 70, 90, 97, 79, 92
Nc1nn[nH]n1
    90&106, 114&112, 116&100, 104&45, 107&113, 117&94, 105&102, 108&101
COc1cc(/C=C/[N+](=O)[O-])cc(OC)c1
    25, 25, -90*, -4.1*, -49*, -72*, 44, 26
Cc1cc(C)cc(Nc2nc3c(s2)CC[C@@]2(C)C3=CC[C@@H]3[C@@H]2CC[C@]2(C)C(=O)CC[C@@H]32)c1
    71, 60, -7.5*, 78, 63, 23, 47, 67
Oc1c(O)c(Cl)c(Cl)c(Cl)c1Cl
    37, 30, 7.3*, 64, 32, 21, 82, 24
CC[C@H](C)[C@H](NC(=O)N[C@@H](C)c1ccccc1)C(=O)N(C)[C@H](C[C@@H](OC(C)=O)c1nc(C(=O)N[C@@H](Cc2ccccc2)C[C@H](C)C(=O)OC)cs1)C(C)C
    -0.1*, 57, -8.8*, -4.5*, 22, -28*, nt, 22

Brought forward from above: four compounds, followed by the next part.
Fields: SNB-75, SNB-19, RXF 393, A498, ACHN, SF-539, CAKI-1, SF-268
COc1cc(/C=C/[N+](=O)[O-])cc(OC)c1
    25, 25, -90*, -4.1*, -49*, -72*, 44, 26
Cc1cc(C)cc(Nc2nc3c(s2)CC[C@@]2(C)C3=CC[C@@H]3[C@@H]2CC[C@]2(C)C(=O)CC[C@@H]32)c1
    71, 60, -7.5*, 78, 63, 23, 47, 67
Oc1c(O)c(Cl)c(Cl)c(Cl)c1Cl
    37, 30, 7.3*, 64, 32, 21, 82, 24
CC[C@H](C)[C@H](NC(=O)N[C@@H](C)c1ccccc1)C(=O)N(C)[C@H](C[C@@H](OC(C)=O)c1nc(C(=O)N[C@@H](Cc2ccccc2)C[C@H](C)C(=O)OC)cs1)C(C)C
    -0.1*, 57, -8.8*, -4.5*, 22, -28*, nt, 22
CC(C)C[C@H](NC(=O)CN1C(=O)CN=C(c2ccccc2)c2ccccc21)B(O)O
    99, 94, 94, 94, 104, 96, 98, 106
O=C(O)C(O)c1ccc(Cl)cc1 (configuration not stated)
    112&100, 108&106, 122&89, 106&102, 108&112, 118&97, 104&98, 101&110
COC1CC2C=C(C)/C=C/C=C/C(=O)NC(c3ccccc3)C/C=C/CCC(O)CC(=O)C2=C1O (configuration not stated)
    -90*, -27*, -91*, -88*, -93*, -99*, -88*, -78*
O=c1oc2cc(Br)ccc2n1SC(Cl)(Cl)Cl
    86, 111, 105, 98, 106, 101, nt, 103
O=[N+]([O-])c1ccc(CBr)cc1
    95, 103, 114, 94, 110, 104, 104, 100
COc1ccc2c(c1)C1OCCNC1CC2 (configuration not stated)
    104, 106, 113, 114, 112, 110, 99, 101
CS(=N)(=O)CCC(N)C(=O)O (configuration not stated)
    91, 102, nt, 129, 103, 109, 83, 119
CC12CCC(Cl)CC1=CCC1C2CCC2(C)C(O)CCC12 (configuration not stated)
    91, 93, 93, 91, 90, 92, 95, 99
ClC1=C(Cl)C2(Cl)C3COCC3C1(Cl)C2(Cl)Cl (configuration not stated)
    109, 105, 112, 135, 103, 100, 94, 94
CC(/C=N/N=C(N)N)=N\N=C(N)N
    64, 78, nt, 84, 81, 52, 58, 50
CCOCC1(CCc2ccccc2)C(=O)NC(=S)NC1=O
    100, 105, 117, 97, 108, 100, 100, 102
O=C1CC(N2CC2)C(=O)N1c1ccccc1 (configuration not stated)
    98, 104, 108, 111, 102, 105, 104, 108
COc1cc2c(cc1OCc1ccccc1)C(CC(C)C)=[N+](C)CC2
    65, 69, 94, 96, 99, 77, 96, 68
COc1ccc(NP2(=O)NCCCN2)cc1
    96, 115, 126, 86, 103, 98, 104, 116
CNC(Cc1ccccc1)c1ccc(N(C)C)cc1 (configuration not stated)
    91, 101, 107, 51, 99, 98, 94, 99
O=C(NCc1ccc([N+](=O)[O-])cc1)Nc1ccc(S(=O)(=O)F)cc1
    86, 89, 60, 56, 90, 88, 78, 90
CN[C@@]1(c2ccccc2Cl)CCCC[C@@H]1NCc1ccccc1
    86, 95, 98, 104, 98, 99, 87, 92
Cn1c(-c2ccccc2)c(C(C[N+](=O)[O-])c2ccccc2)c2ccccc21 (configuration not stated)
    83[7 µM], 86[7 µM], 105[7 µM], 98[7 µM], 94[7 µM], 101[7 µM], 63[7 µM], 87[7 µM]
CCC(=O)c1ccc(N)cc1
    91, 106, 114, 107, 108, 108, 116, 108
CC[C@H](C)[C@H](NC(=O)CN(C)C)C(=O)N(C)[C@H](C[C@@H](OC(C)=O)c1nc(C(=O)NC23C4C5C2C2C3C4C52C(=O)OC)cs1)C(C)C (some centres not stated)
    30, 40, 2.8*, -1.7*, 43, -2.0*, 45, 21
CCOC(=S)S[C@H]1C[C@@H]2[C@H](CC[C@]3(C)C(=O)CC[C@@H]23)[C@@]2(C)CCC(=O)C=C12
    93, 99, 102, 110, 109, 100, 100, 95
Nc1ccc(Br)cc1
    91, 99, 128, 89, 84, 99, 96, 108
CCOP(=O)(OCC)c1nc(-c2ccccc2)oc1N(C)CCBr
    96, 104, 111, 102, 106, 100, 87, 102
O=[N+]([O-])c1cccc([As]=[As]c2cccc([N+](=O)[O-])c2)c1 (configuration not stated)
    -100*, -99*, -96*, -99*, -100*, -100*, -96*, -92*
O=S(=O)(O)c1ccc(-c2ccc([As](=O)(O)O)cc2)cc1
    87, 98, 117, nt, 105, 105, nt, 99
Fc1ccccc1N=C=S
    79, 96, 108, 85, 98, 107, 86, 100
O=C1NC(=O)C(O)(c2c[nH]c3ccccc23)C(=O)N1
    83, 97, 109, 82, 101, 96, 101, 99
O=S(=O)(C(Cl)(Cl)Cl)C(Cl)(Cl)Cl
    86, 104, 115, 102, 93, 99, 94, 108
O=S(Cc1ccccc1)OOCCCCOS(=O)OCc1ccccc1 (configuration not stated)
    94, 96, 108, 112, 94, 98, 117, 95
CC(=O)Nc1ccc(C=C2C(=O)NC(=O)NC2=O)cc1
    84, 98, 118, nt, 109, 105, 98, 111

Retrieved one by one from above:
Fields: SNB-75, SNB-19, RXF 393, A498, ACHN, SF-539, CAKI-1, SF-268
CN[C@@]1(c2ccccc2Cl)CCCC[C@@H]1NCc1ccccc1
    86, 95, 98, 104, 98, 99, 87, 92
CNC(Cc1ccccc1)c1ccc(N(C)C)cc1 (configuration not stated)
    91, 101, 107, 51, 99, 98, 94, 99

Reformatted in CSV form: entries from further up.
SMILES,SNB-75,SNB-19,RXF 393,A498,ACHN,SF-539,CAKI-1,SF-268
CCOC(=S)S[C@H]1C[C@@H]2[C@H](CC[C@]3(C)C(=O)CC[C@@H]23)[C@@]2(C)CCC(=O)C=C12,93,99,102,110,109,100,100,95
Nc1ccc(Br)cc1,91,99,128,89,84,99,96,108
CCOP(=O)(OCC)c1nc(-c2ccccc2)oc1N(C)CCBr,96,104,111,102,106,100,87,102

(cont.)
Fields: SNB-75, SNB-19, RXF 393, A498, ACHN, SF-539, CAKI-1, SF-268
CCN(CC)c1ccc2c(c1)OC(N)=C(C#N)C2c1cc(OC)c2c(c1)OCO2 (configuration not stated)
    nt, 40, 31, -4.0*, 21, 3.4*, 33, 21
C#Cc1cccc(NC(=O)C2CCCN(S(=O)(=O)F)C2)c1 (configuration not stated)
    84[8.25 µM], 92[8.25 µM], 107[8.25 µM], 103[8.25 µM], 102[8.25 µM], 99[8.25 µM], 89[8.25 µM], 101[8.25 µM]
C[CH2][Sn]([Cl])([Cl])[CH2]C.Oc1ccccc1C=NCCN=Cc1ccccc1O
    121, 106, 118, 103, 98, 88, 87, 106
Cc1ccc2c(c1N)C(=O)c1ccccc1C2=O
    93, 86, 103, 102, 88, 86, nt, 86
N#CCc1ccc(Cl)cc1
    89, 102, 113, 107, 107, 101, nt, 102
O=C(N/N=C/c1ccc(N(CCCl)CCCl)cc1)c1cc(=O)[nH]c(=O)[nH]1
    93, nt, 95, 94, 94, 91, 53, 95
COc1cc2cc(C(=O)N3C[C@@H](CCl)c4c3cc(OC(=O)N3CCN(C)[C@@H]5CSSC[C@@H]53)c3ccccc43)[nH]c2c(OC)c1OC
    -88*, -9.3*, -81*, -22*, -41*, -72*, -0.7*, -18*
O=C1/C(=C/c2cn(Cc3cccc(C(F)(F)F)c3)c3ncccc23)N2CCC1CC2
    79, 77, 83, 64, 66, 92, 62, 72
O=C/C=C/c1ccco1
    81, 106, 119, 97, 109, 100, 96, 102
Nc1cccc(CCCCc2ccc(Cl)c(S(=O)(=O)F)c2)c1
    83, 105, 84, 92, 100, 92, nt, 108
C[C@@H]1O[C@@H](O[C@H]2C[C@@H](O)[C@]3(CO)C4C(CC[C@]3(O)C2)[C@@]2(O)CC[C@H](C3=CC(=O)OC3)[C@@]2(C)C[C@H]4O)[C@H](O)[C@H](O)[C@H]1O (some centres not stated)
    -84*, -95*, -27*, -6.4*, nt, -80*, -73*, -92*
CCN(CCCCO)CCc1c[nH]c2ccc(OC)cc12
    83, 92, 109, 76, 105, 103, 103, 102
CCCC1(C(=O)OCC)CCOC1=O (configuration not stated)
    83, 104, 88, 96, 107, 97, 66, 98
N[C@@H](C[C@@H]1CC(Br)=NO1)C(=O)O
    87, 99, 88, 86, 99, 101, 82, 104
O=C(CBr)c1c[nH]c(=O)[nH]c1=O
    100, 101, 107, 98, 105, 99, 98, 109
CN(C)P1(=O)N(C)CCN1C
    81, 100, 97, 106, 103, 97, 98, 102
O=S1(=O)OCCOS(=O)(=O)C1(Cl)Cl
    nt, 110, 100, 103, 108, 101, 99, 100
O=P(N1CCOCC1)(N1CCOCC1)N1CCOCC1
    103, 105, 133, 99, 104, 121, 88, 100
c1ccc2c(c1)oc1ccccc12
    110, 108, 117, 97, 109, 110, 108, 99

These rows are one share of the data, so the mix of outcomes need not match the whole.
